Assay outcomes from PubChem BioAssay.
ASAP1 GAP inh – blocks human ASAP1-stimulated Arf1 GTP hydrolysis | GDP FP detection | inhibition, % at 16.5 µM | actives 0.19% (n = 360,000); in the data active means inhibition above about 25%;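 further: 0% = vehicle with enzyme and substrate and 100% = no enzyme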
rCAG binder – binds r(CAG) RNA repeats; r(CAG) RNA repeat, TO-PRO-1 dye displacement fluorescence; inhibition, % at 3 µM; actives 1.3% (n = 370,000);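 active means inhibition above the plate cutoff, the mean of all test compounds on that plate plus 3 SD, cut at about 35% in these data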;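 further: 0% = DMSO alone and 100% = 100 µM mitoxantrone as full dye displacement; higher means more dye released from RNA so lower well fluorescence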
GC-A act – GC-A (human) enzyme activation. AID 1671463. P16066. activation, % at 10 µM. actives 0.14% (n = 370,000). HEK293 GC-A cells, cGMP TR-FRET, EC30 ANP; 0% at EC30 ANP, 100% saturating ANP; in the data active means activation above about 40%
Target sequence (P16066 whole entry, looked up): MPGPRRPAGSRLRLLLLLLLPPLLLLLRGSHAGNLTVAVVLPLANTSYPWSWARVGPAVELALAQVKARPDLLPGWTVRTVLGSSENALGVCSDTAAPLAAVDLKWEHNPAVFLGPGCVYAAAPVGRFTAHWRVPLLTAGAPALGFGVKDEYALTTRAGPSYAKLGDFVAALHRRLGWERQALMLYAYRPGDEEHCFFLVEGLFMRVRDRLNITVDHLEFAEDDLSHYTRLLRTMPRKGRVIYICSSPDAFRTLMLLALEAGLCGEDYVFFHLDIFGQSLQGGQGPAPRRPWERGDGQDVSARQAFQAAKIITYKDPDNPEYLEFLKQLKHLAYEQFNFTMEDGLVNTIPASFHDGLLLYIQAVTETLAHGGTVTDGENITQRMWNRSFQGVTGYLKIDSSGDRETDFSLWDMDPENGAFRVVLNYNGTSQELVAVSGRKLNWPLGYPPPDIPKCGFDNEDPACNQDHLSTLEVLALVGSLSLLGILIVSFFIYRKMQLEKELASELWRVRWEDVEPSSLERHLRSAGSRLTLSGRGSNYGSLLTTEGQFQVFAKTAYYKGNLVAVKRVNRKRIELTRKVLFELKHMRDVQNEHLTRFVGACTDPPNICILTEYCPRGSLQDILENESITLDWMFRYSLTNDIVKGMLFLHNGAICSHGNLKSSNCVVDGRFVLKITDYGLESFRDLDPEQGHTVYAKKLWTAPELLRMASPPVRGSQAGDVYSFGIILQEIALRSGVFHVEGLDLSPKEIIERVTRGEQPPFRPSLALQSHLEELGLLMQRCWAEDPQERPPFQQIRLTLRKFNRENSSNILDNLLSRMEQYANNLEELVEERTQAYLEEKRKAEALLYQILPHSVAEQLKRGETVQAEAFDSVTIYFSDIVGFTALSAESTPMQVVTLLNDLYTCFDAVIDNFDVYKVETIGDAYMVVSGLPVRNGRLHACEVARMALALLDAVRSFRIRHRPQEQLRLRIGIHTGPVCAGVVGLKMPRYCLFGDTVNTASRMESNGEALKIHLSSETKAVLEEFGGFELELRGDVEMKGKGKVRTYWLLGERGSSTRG
ABHD4 inh – inhibitors of mouse ABHD4; purified mABHD4, FP-Rh probe fluorescence polarization; actives 0.54% (n = 370,000); AID 720543; inhibition, % at 8.92 µM;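 active means inhibition exceeding the mean over every tested compound plus 3 SD, cut at about 30% in these data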;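 further: 0% = plate median of compound wells and 100% = S159A mutant with DMSO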
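Doses – 8.92 µM, single dose · Material – wild-type mouse ABHD4 protein · Replication – single well per compound (singlicate) · Measure – percent inhibition of probe binding, normalized to plate controls · Schedule – 45 min compound pre-incubation plus 60 min probe step, 25 °C · Detection – fluorescence polarization with parallel and perpendicular emission, 525/598 nm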
HTRA1 inhibitor – blocks human HTRA1 serine peptidase; AID 504803; recombinant HTRA1, FP-rhodamine activity-based probe, fluorescence polarization; inhibition, % at 5.96 µM; actives 0.5% (n = 340,000); Q92743; in the data active means inhibition above about 36%;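 further: 0% = enzyme with DMSO and 100% = wells lacking enzyme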
SMARCA2 activ – SMARCA2 function activation, primary screen. activation, % at 9.1 µM. actives 1% (n = 370,000). MG213 cells, MMTV-luciferase reporter, dexamethasone, overnight; in the data active means activation above about 7.8%;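 further: 0% = vehicle wells and 100% = reference activator wells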
PG9 binder – binds the HIV-1 gp120 antibody PG9. TR-FRET gp120-PG9 antibody binding. actives 0.43% (n = 360,000). inhibition, % at 6.7 µM. AID 624416; in the data active means inhibition above about 8.5%
NR1D1 modulator – Rev-erb alpha (human) modulation | P20393 | Rev-erbα–FITC-DNA binding, fluorescence polarization, 90 min | activity, % at 10 µM | actives 0.79% (n = 370,000);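 active means activity above about 14%, limit read from the data; passing the limit was not always enough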;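 further: 0% = DMSO wells with 35 nM protein and 100% = DMSO wells with 750 nM protein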
NPR2 activator – GC-B (human) receptor activation; actives 0.11% (n = 370,000); AID 1920062; HEK293-GC-B cells, CNP EC30, cGMP TR-FRET; 0% at EC30 CNP, 100% saturating CNP; activation, % at 10 µM;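 active means activation at 10 µM reaching about 35% in either raw or pattern-adjusted values, limit read from the data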
ARFGAP1 inh – inhibits rat ARF GTPase activating protein 1 | Q62848 | Arfgap1-stimulated ARF1 GTP hydrolysis, GDP FP detection | inhibition, % at 16.5 µM | actives 0.26% (n = 360,000);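 active means inhibition above a per-plate limit, mean inhibition of low control wells plus 3 SD, cut at about 25% in these data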;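 further: 0% = DMSO wells with enzyme and 100% = wells lacking Arfgap1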
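System: truncated rat Arfgap1 GAP domain / Medium: HEPES-based buffer, pH 7.5 / Also added: N-terminally truncated human ARF1-GTP substrate / Incubation: enzyme reaction 120 min at 25 °C after 20 min preincubation / Measured by: FP of antibody-bound GDP Alexa 633 tracer, ex 620/em 688 nm / Replicates: singlicate, each compound tested once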
* hit, by the source's call; / = not tested or not shown; & = joins results of further samples; ! = a repeat was not active. Rows are unselected; about 4.4% have a hit in one of these screens.

SMILES	ASAP1 GAP inh	rCAG binder	GC-A act	ABHD4 inh	HTRA1 inhibitor	SMARCA2 activ	PG9 binder	NR1D1 modulator	NPR2 activator	ARFGAP1 inh
COc1ccc(CCNC(=O)c2cc3c(C)nccc3[nH]c2=O)cc1OC	0	-3	6	5	3	-6	0.9	-2	10	-1
Cc1ccc(Cn2cc(CN3CC(N(C)C)CS3(=O)=O)nn2)cc1 (configuration not stated)	-7	1	2	1	/	3	0.9	5	5	12
O=C(NCc1ccccn1)c1cccc(S(=O)(=O)Nc2ccc(F)cc2)c1	-2	2	0	-4	-2	-1	-0.3	0	1	5
O=C1/C(=C/c2cccs2)SC(=S)N1CCC(=O)N1CCCCC1CCO (configuration not stated)	18	-1	-8	6	-11	1	-2.3	-5	-2	-5
Cc1c(CC(=O)Nc2ccc(Cl)cc2)sc2ccc(Cl)cc12	4	2	4	-5	-21	-2	-0.7	4	5	3
COc1ccc(CC(=O)Nc2cccc(SC)c2)cc1	3	-1	3	-14	-10	-2	-0.4	2	5	12
CCC(C)CNC(=O)c1cccc(OC2CCN(CC(C)(C)C)CC2)c1 (configuration not stated)	19	-11	-4	-8	-4	-3	-1.2	0	1	-7
CNC(=O)COC(=O)c1ccc(Cl)c(S(N)(=O)=O)c1	5	-3	-6	0	11	-1	-1.9	-6	8	10
CC(C)(C)NC(=O)NC(=O)COC(=O)c1c(F)cccc1Cl	6	-2	3	2	7	5	0.4	0	4	14
O=C(CSCCOc1ccccc1)NCc1ccncc1	0	-2	1	3	-78	-1	0.8	0	7	6
Cc1cc2nc3n(c2cc1C)CC1CC(C(=O)NCCC(C)C)N(C)C31 (configuration not stated)	-13	-2	3	-3	-4	-1	-1.0	-7	3	-15
CCCCCc1nc2ccccc2c(=O)n1N	11	-4	-2	3	-8	2	0.7	2	-3	-1
CCC(=O)c1ccc(OCC(=O)OCC(=O)NCC2CCCO2)cc1 (configuration not stated)	3	2	0	4	-1	2	-1.8	0	-3	5
Cc1oc2c(CN3CCOCC3)c(O)ccc2c(=O)c1-c1ccccc1	9	-3	1	2	6	7	-2.6	1	-3	-1
O=C(O)c1ccccc1-c1ccccc1C(=O)NCCc1ccccc1	10	2	-1	-1	-22	1	0.1	0	3	8
CCOC(=O)[C@]12CCCC=C1N(Cc1ccc(Cl)cc1Cl)C(=O)[C@H](CC(=O)N1CCCCC1)C2	2	3	-8	0	/	-2	0.3	2	-5	-2
Cc1ccnc(NC(=O)c2ccc3c(c2)S(=O)(=O)c2ccccc2C3=O)c1	9	0	8	3	5	-3	-2.1	-4	8	-10
CCOC(=O)c1nn(-c2ccc(F)cc2)c(-c2ccccc2)c1C(=O)c1ccccc1	-1	-3	-10	9	-6	-1	-1.7	-2	-14	5
CCCCCNC(=O)C1CC(=O)OC12CCCCC2 (configuration not stated)	-4	-2	-1	-3	1	-1	0.2	3	0	-7
CC(C)(C)n1nnnc1C(c1ccc2ncccc2c1)N1CCC(O)CC1 (configuration not stated)	5	1	-1	1	2	-4	1.5	0	-2	0
Cc1nonc1C1CCCN1C(=O)c1cc(COc2ccc(F)cc2Cl)on1 (configuration not stated)	5	-5	19	-7	-9	1	0.5	-3	5	9
O=C1C=C(N2CCN(C3=CC(=O)CCC3)CC2)CCC1	9	-1	4	-6	0	0	-2.6	2	1	6
CCC(CC)c1nnc(NC(=O)CSCc2c(C)noc2C)s1	-8	4	3	2	1	-4	-0.1	4	-1	16
CCN=C1NC(c2ccc(C(F)(F)F)cc2)C(C(=O)OC)=C(C)N1Cc1ccccc1C(F)(F)F (configuration not stated)	-2	4	-12	10	/	-2	1.0	-6	-8	8
CCN1C(=O)/C(=C2/Sc3ccccc3N2CCCS(=O)(=O)O)SC1=S	1&6	69*	4&-1	31*!	3&-3	2&-5	-0.9&-0.5	2&0	1&2	-3&3
The results go on.
SMILES	ASAP1 GAP inh	rCAG binder	GC-A act	ABHD4 inh	HTRA1 inhibitor	SMARCA2 activ	PG9 binder	NR1D1 modulator	NPR2 activator	ARFGAP1 inh
CC(C)NC(=S)n1cc(C(=O)c2cc(Cl)cc(Cl)c2O)cn1	-5	7	-10	2	12	0	1.4	-13	-7	-10
CC(=O)C[C@H](O)CC(=O)[C@@H]1OC(=O)CCCCC/C=C/Cc2ccccc21	2	-5	-4	-11	2	-2	1.2	0	4	0
COc1ccc(N2CCN(C(=O)COc3ccccc3)CC2)cc1	-4	-6	-2	-2	/	-3	-0.7	3	1	-3
COc1cccc(NC(=O)CCNS(=O)(=O)c2ccc3c(c2)oc(=O)n3C)c1	-7	-1	8	0	1	-1	-0.3	10	0	-10
Cc1nnc2sc(SCC(=O)N3CCCCC3)nn2c1=O	2	0	2	-7	-2	-2	-0.2	-4	10	-3
N#CC1=C(N)Oc2n[nH]c(-c3cccs3)c2C1c1cccnc1 (configuration not stated)	8	0	-4	7	-2	3	-0.3	4	-4	5
CC(C)c1ccc(C2=NN(c3ccccc3)C(=O)CC2)cc1	10	-5	1	-8	-5	2	-1.2	1	0	15
CN(C)c1ccc(N=Nc2ccccc2C(=O)OCC(=O)N2CCCC2)cc1	-6	-1	-2	5	7	5	-8.4	36*	4	-6
CCCOc1ccc(CN(C(=O)c2cccc(OC)c2)C2CCS(=O)(=O)C2)cc1 (configuration not stated)	8	-4	2	1	5	-2	1.2	2	-3	6
O=C1OCCC1=COCCCCCCOC=C1CCOC1=O	9	-1	2	-5	-1	-3	0.5	-2	-1	3
Cc1ccc2nc(Cl)c(C3CC(c4cccs4)=NN3C(=O)CCCC(=O)O)cc2c1 (configuration not stated)	-1	1	-4	4	-1	0	-2.4	1	-3	8
Fc1ccc(-c2c[nH]c(=S)n2Cc2ccccc2)cc1	-4	0	-9	0	-8	-2	1.4	3	-3	-5
CCOc1ccc(CC(=O)N/N=C(\C)c2cccnc2)cc1	-5	-3	2	2	-5	-3	-0.8	2	-1	-6
CN(C)c1ccc(/C=N\NC(=O)c2cccc(S(=O)(=O)N(C)C)c2)cc1	/	8	1	-6	/	-4	/	-4	-13	/
Cc1cc(C)c2nc(SCC(=O)Nc3cc(C)on3)c(C)cc2c1	-4	3	1	-9	-4	0	-0.3	11	0	12
Cc1ccc(S(=O)(=O)NCCC(=O)OCC(=O)NCCc2ccccc2)cc1C	18	-4	2	5	0	-2	1.4	-3	-5	13
CCN(CC(=O)NC1CCCC1)S(=O)(=O)c1ccc(F)cc1	2	-5	1	4	7	-1	-1.8	-6	3	-1
O=c1c2ccccc2nc(/C=C/c2ccc([N+](=O)[O-])o2)n1CCCO	7	9	-10	-7	-3	-4	-3.2	-1	-9	-2
O=C(COC(=O)CNC(=O)c1ccccc1F)NC1CC1	-7	-1	1	-2	10	1	-1.2	0	-2	-12
CCOC(=O)C1=CNS(=O)(=O)NC1c1ccc(Br)cc1F (configuration not stated)	-3	3	2	-1	0	-2	0.6	1	0	6
Cc1nc(SCC(=O)NCCc2ccccc2)nc(C)c1C	-3	0	6	1	2	3	0.8	-5	5	1
CN(C)C(=O)C[C@@H]1C=C[C@@H](NC(=O)C2CCC2)[C@@H](CO)O1	14	2	0	7	/	-1	-0.5	0	0	6
O=C(NNC(=O)c1cc2cc3ccccc3nc2s1)c1ccc(F)cc1	-14	7	-2	-6	-10	0	-12	-5	4	0
Cc1c(C(=O)N2CCCCCC2(C)C(=O)NCC(C)C)oc2ccccc12 (configuration not stated)	5	-1	0	-8	/	-2	2.6	-3	2	2
COc1ccc(-c2cccc(C(=O)Nc3ccc(OC)c(OC)c3)c2)cc1	9	6	-4	3	-9	-3	0.8	2	-5	-1

2 neighbouring compounds already listed, quoted:
SMILES	ASAP1 GAP inh	rCAG binder	GC-A act	ABHD4 inh	HTRA1 inhibitor	SMARCA2 activ	PG9 binder	NR1D1 modulator	NPR2 activator	ARFGAP1 inh
Cc1c(C(=O)N2CCCCCC2(C)C(=O)NCC(C)C)oc2ccccc12 (configuration not stated)	5	-1	0	-8	/	-2	2.6	-3	2	2
COc1ccc(-c2cccc(C(=O)Nc3ccc(OC)c(OC)c3)c2)cc1	9	6	-4	3	-9	-3	0.8	2	-5	-1

Pulled by compound from the entries so far, three records:
SMILES	ASAP1 GAP inh	rCAG binder	GC-A act	ABHD4 inh	HTRA1 inhibitor	SMARCA2 activ	PG9 binder	NR1D1 modulator	NPR2 activator	ARFGAP1 inh
Cc1ccc2nc(Cl)c(C3CC(c4cccs4)=NN3C(=O)CCCC(=O)O)cc2c1 (configuration not stated)	-1	1	-4	4	-1	0	-2.4	1	-3	8
Cc1cc(C)c2nc(SCC(=O)Nc3cc(C)on3)c(C)cc2c1	-4	3	1	-9	-4	0	-0.3	11	0	12
COc1cccc(NC(=O)CCNS(=O)(=O)c2ccc3c(c2)oc(=O)n3C)c1	-7	-1	8	0	1	-1	-0.3	10	0	-10

(cont.)
SMILES	ASAP1 GAP inh	rCAG binder	GC-A act	ABHD4 inh	HTRA1 inhibitor	SMARCA2 activ	PG9 binder	NR1D1 modulator	NPR2 activator	ARFGAP1 inh
NC(c1csc(Nc2ccccn2)n1)C1CCCCC1 (configuration not stated)	1	11	-3	-1	/	2	-1.9	2	-3	1
C=CCN1[C@H](CC(C)C)COc2cccc(N3CCSCC3)c2S1(=O)=O	/	-1	1	-11	/	-3	/	2	-2	/
Cc1ccc(NC(=O)/C(=C\c2cccnc2)NC(=O)c2ccccc2)cc1	5	0	1	0	-2	0	-0.6	-6	-3	6
CC(=O)N1CCN(c2ccc(NC(=O)c3cccc(Cl)c3Cl)cc2)CC1	3	2	2	-1	10	-1	-0.4	1	-3	19
O=[N+]([O-])c1ccc(/C=C/c2ccc3cccc([N+](=O)[O-])c3n2)cc1	5	9	0	13	-2	0	-2.2	-2	-6	2
COc1cc2c(C(=O)NCCCOC(C)C)cn(CC(C)C)c(=O)c2cc1OC	2	-7	-1	1	0	-4	-2.4	-4	3	-9
Cc1cccc(-c2ccc3c(c2)C2CC3CCN2C(=O)OCc2ccccc2)c1 (configuration not stated)	-5	4	3	-14	-25	-1	1.7	4	-6	2
N#C/C(=C(/O)CCl)c1nnc2n1CCCCC2	0	-2	1	6	12	-4	0.0	-3	0	-8
O=C(NC1(C(F)(F)F)NC(=O)N(Cc2ccccc2)C1=O)c1cccs1 (configuration not stated)	4	2	-1	-1	1	-2	-0.5	3	2	0
Cc1c(Br)c([N+](=O)[O-])nn1CC(=O)N1CCN(C23CC4CC(CC(C4)C2)C3)CC1	-4	-2	2	-3	-2	-1	0.1	6	0	-6
CCCCCNC(=O)C(=O)C1C(=O)Nc2ccccc21 (configuration not stated)	-8	-2	2	4	6	-2	-4.0	2	3	6
CCOc1ccccc1N(CC(=O)N1CCN(Cc2ccccc2)CC1)S(=O)(=O)c1ccccc1	-14	-1	1	4	-9	-3	1.7	1	2	-3
Cc1ccc(C2NC(=O)c3sc(=S)n(-c4ccccc4)c3N2)cc1 (configuration not stated)	3	8	/	-1	-2	1	-0.6	/	/	-4
CC(=O)NC(Cc1ccccc1)Cc1ccccc1	3	-2	4	-2	5	-2	0.6	-3	3	-4
Cc1ccc(N(C(=O)C(F)(F)F)C(C(=O)NC2CCCCC2)c2cccs2)cc1C (configuration not stated)	14	0	-3	3	8	-1	0.5	-2	-7	1
C=CCNC(=O)Nc1ccc2oc(C)nc2c1	2	1	0	1	4	-2	-0.2	-2	0	5
CC(C)(CO)C(O)C(=O)NCCC#N (configuration not stated)	10	-3	3	3	-2	-1	-1.4	-4	13	-2
O=C(OCCc1ccccc1)c1cc(O)c(O)c(O)c1	4	14	0	17	56*	4	-1.5	-7	-1	-9
